DDE Tn6 FP inh = DD(E)-Tn6 binding inhibition, primary FP screen. P02675. Fibrin DD(E) TRITC-Tn6 fluorescence polarization displacement. inhibition, % at 8.3 µM. hit rate 0.21% among 370,000;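 active = inhibition above a per-campaign cutoff: mean of compounds within control limits plus 3 SD, cut at about 15% in these data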;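 also: 0% = median of all compound wells on the plate and 100% = blocking peptide control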
ASAP1 GAP inh = inhibitors of human ASAP1 ArfGAP activity. ASAP1-stimulated ARF1 GTP hydrolysis, GDP FP detection. AID 624377. Q9ULH1. inhibition, % at 16.5 µM. hit rate 0.19% among 360,000; in the data active = inhibition above about 25%;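 also: 0% = vehicle with enzyme and substrate and 100% = no enzyme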
ARFGAP1 inhibitor = inhibits rat ARF GTPase activating protein 1; Q62848; Arfgap1-stimulated ARF1 GTP hydrolysis, GDP FP detection; inhibition, % at 16.5 µM; hit rate 0.26% among 360,000; AID 651572;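 active = inhibition above a per-plate limit, mean inhibition of low control wells plus 3 SD, cut at about 25% in these data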;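 also: 0% = DMSO wells with enzyme and 100% = wells lacking Arfgap1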
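System: truncated rat Arfgap1 GAP domain / Medium: HEPES-based buffer, pH 7.5 / Also added: N-terminally truncated human ARF1-GTP substrate / Incubation: enzyme reaction 120 min at 25 °C after 20 min preincubation / Measured by: FP of antibody-bound GDP Alexa 633 tracer, ex 620/em 688 nm / Replicates: singlicate, each compound tested once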
Tn7 DDE FP = inhibitors of Tn7 peptide binding to human fibrin DD(E) | AID 720508 | FP displacement of FITC-Tn7 peptide from fibrin DD(E); 0% = median of compound wells per plate | P02675 | inhibition, % at 8.3 µM | hit rate 0.13% among 370,000;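 active = inhibition above the mean of compounds falling within the control limits plus 3 SD of them, cut at about 14% in these data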;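 also: 0% = plate median of compound wells and 100% = 10 µM Aha-Tn7 peptide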
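Also added: labelled Tn7 tracer, 0.1 µM; Assay system: human fibrin DD(E) protein; Amount: 2 µM fibrin DD(E); Schedule: 10 min compound pre-incubation, 3 h probe incubation at room temperature; Repeats: one replicate per compound; Read-out basis: percent inhibition; Measured by: fluorescence polarization of the labelled Tn7 tracer.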
ADAM10 inh = inhibits human ADAM10. O14672. hit rate 0.62% among 370,000. recombinant ADAM10, EDANS/DABCYL FRET peptide cleavage, 3 h. inhibition, % at 7 µM;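 active = inhibition above a per-campaign cutoff equal to the mean of compounds falling between control-based bounds plus 3 SD, cut at about 20% in these data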;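 also: 0% = DMSO wells while the 100% control is not disclosed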
PLCg1 inh = inhibitors of human phospholipase C gamma1. P19174. purified PLC-gamma1, fluorogenic substrate, fluorescence. inhibition, % at 12.2 µM. hit rate 0.84% among 370,000. AID 720700; in the data active = inhibition above about 9.5%
PLC-beta3 inh = blocks human PLC-beta3 enzyme activity; Q01970; Purified PLC-beta3, fluorogenic substrate, fluorescence; inhibition, % at 12.2 µM; hit rate 0.18% among 370,000; in the data active = inhibition above about 11%;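 also: 0% = median of compound wells on plate and 100% = full blocker control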
TDP2 absorb = TDP2 (human) inhibition, absorbance primary screen. recombinant TDP2, T5PNP hydrolysis, p-nitrophenol absorbance 415 nm. inhibition, % at 12.8 µM. hit rate 0.34% among 370,000. AID 720702;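 active = inhibition above the mean of all tested compounds plus 3 SD, set per campaign, cut at about 25% in these data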;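 also: 0% = DMSO with enzyme and 100% = buffer with substrate but no TDP2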
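Evaluation: % inhibition relative to enzyme-containing and enzyme-free wells. Material: recombinant human TDP2. Benchmarks: enzyme-free and DMSO wells. Timing: enzyme reaction with compound for 2 h at 37 °C. Compound dosing: 12.8 µM only. Measured by: p-Nitrophenol epi absorbance. Reagent: T5PNP substrate at 5 mM, a TopII-DNA adduct mimic. Replication: single well per compound.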
SIAE inh = inhibitors of human sialic acid acetylesterase SIAE; SIAE FP-Rh probe binding, fluorescence polarization; inhibition, % at 9.66 µM; hit rate 0.69% among 370,000; AID 1053197;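 active = inhibition above a cutoff: mean of compounds within the control limits plus 3 SD of those, cut at about 17% in these data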;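 also: 0% = plate median of compound wells and 100% = probe without SIAE protein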
Target sequence (Q9HAT2 whole entry, looked up): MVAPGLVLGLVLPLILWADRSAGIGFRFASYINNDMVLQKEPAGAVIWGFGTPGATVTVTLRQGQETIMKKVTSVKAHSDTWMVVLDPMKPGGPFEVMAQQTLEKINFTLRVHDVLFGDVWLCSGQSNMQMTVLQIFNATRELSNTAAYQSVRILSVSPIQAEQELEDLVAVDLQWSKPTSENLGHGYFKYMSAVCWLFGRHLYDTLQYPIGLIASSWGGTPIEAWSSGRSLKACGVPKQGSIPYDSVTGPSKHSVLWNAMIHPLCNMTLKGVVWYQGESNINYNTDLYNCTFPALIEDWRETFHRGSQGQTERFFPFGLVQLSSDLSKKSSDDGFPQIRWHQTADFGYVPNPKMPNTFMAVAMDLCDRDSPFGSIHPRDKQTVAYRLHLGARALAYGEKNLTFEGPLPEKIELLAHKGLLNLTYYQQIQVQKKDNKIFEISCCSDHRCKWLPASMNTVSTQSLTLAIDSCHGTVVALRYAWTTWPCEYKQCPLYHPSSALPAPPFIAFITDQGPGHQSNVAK
ADAM17 inh = ADAM17 inhibition, QFRET primary screen; P78536; recombinant ADAM17, EDANS/DABCYL FRET peptide cleavage; inhibition, % at 6.95 µM; hit rate 0.83% among 370,000;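 active = inhibition above the mean of compounds lying between control limits plus 3 SD, set per campaign, cut at about 8.5% in these data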;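 also: 0% = DMSO-only wells as the low control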
Target sequence (P78536 215-824 limits assumed): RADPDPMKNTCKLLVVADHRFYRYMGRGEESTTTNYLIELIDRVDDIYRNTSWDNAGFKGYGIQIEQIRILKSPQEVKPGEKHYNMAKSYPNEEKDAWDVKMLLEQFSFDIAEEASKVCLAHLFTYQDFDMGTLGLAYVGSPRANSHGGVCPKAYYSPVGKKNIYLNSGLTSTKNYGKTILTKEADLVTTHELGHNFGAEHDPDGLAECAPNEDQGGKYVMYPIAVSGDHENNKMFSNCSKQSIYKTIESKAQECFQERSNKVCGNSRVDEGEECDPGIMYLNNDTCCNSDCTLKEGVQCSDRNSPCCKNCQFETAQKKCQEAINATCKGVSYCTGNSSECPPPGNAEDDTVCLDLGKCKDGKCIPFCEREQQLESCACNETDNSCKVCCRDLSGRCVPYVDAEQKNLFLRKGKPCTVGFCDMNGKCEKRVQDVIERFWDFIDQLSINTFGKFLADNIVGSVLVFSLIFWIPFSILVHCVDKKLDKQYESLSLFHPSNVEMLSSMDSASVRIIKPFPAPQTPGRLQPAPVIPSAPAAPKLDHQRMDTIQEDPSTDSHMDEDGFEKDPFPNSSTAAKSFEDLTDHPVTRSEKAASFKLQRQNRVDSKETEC
Numbers without * were called inactive; / = not tested or not shown.

Tn7 DDE FP	ADAM10 inh	TDP2 absorb	ASAP1 GAP inh	SIAE inh	ARFGAP1 inhibitor	PLCg1 inh	PLC-beta3 inh	ADAM17 inh	DDE Tn6 FP inh	molecule
9	0	6	-26	2	-8	-1	-5	-6	-2	Cc1cccc(C)c1N(CC(=O)N(C)Cc1ccccc1)S(C)(=O)=O
4	-4	4	-1	2	8	1	-10	-1	10	COc1ccc(OC)c(CNc2c(C=O)c(=O)[nH]c3ccccc23)c1
-1	-6	-4	2	3	4	0	0	-2	2	O[C@H]1C[C@H](c2ccccc2)N(CC2CCCCC2)C[C@@H]1n1cc(-c2ccc(F)cc2)nn1
-4	-2	-6	10	-4	10	4	0	5	10	CCc1noc(C)c1C(=O)N1CCN(S(=O)(=O)c2c(C)c(C)cc(C)c2C)CC1
-4	3	6	-10	0	8	3	0	-1	3	Fc1cccc(CN2CCSCC2)c1
5	5	6	-2	1	5	-3	-2	-1	2	CC(C)n1nc(C(=O)Nc2ccccc2N2CCOCC2)c2ccccc2c1=O
-6	-6	-15	2	4	-1	6	-3	4	4	CCN(CC)S(=O)(=O)c1cccc(C(=O)OCC(=O)NCCN2C(=O)CSC2=O)c1
-5	5	-1	4	4	1	-1	1	4	-8	C=C1[C@@H](O)[C@H](Cc2ccccc2)N(Cc2ccccc2Br)S1(=O)=O
0	-2	-3	-12	-1	1	1	-5	-6	6	Cc1ccc(/C(O)=C2\C(=O)C(=O)N(CC(C)O)C2c2ccccn2)cc1 (stereo not drawn)
7	-3	-4	-6	1	-5	0	-4	-4	4	Cc1ccc(C2(c3ccc(C)cc3)NC(=O)N(CC(=O)NCCCN3CCCC3=O)C2=O)cc1
3	3	-5	1	-2	-4	-18	-21	3	2	CCn1c2ccccc2c2cc(NC(=O)c3ccc(Br)o3)ccc21
0	1	4	7	7	-2	1	1	-1	-1	CCCCCOC(=O)Cn1c(N2CCCCCC2)nc2c1c(=O)[nH]c(=O)n2C
0	-10	-20	5	-5	13	-2	-3	-2	-4	CCOC(=O)c1cnc(SCC(=O)Nc2ccc(N3CCOCC3)c(Cl)c2)nc1N
-3	-7	-12	-3	3	-1	-7	-9	-3	-11	CCN1CCN(C(c2ccccn2)c2c(NC(=O)c3ccccc3)sc(C)c2C)CC1 (stereo not drawn)
5	3	13	11	-2	-2	-1	-6	-3	-1	Cc1ccccc1NC(=O)c1cccc(N2C(=O)C3CCC(C)CC3C2=O)c1 (stereo not drawn)

Carrying on:
Tn7 DDE FP	ADAM10 inh	TDP2 absorb	ASAP1 GAP inh	SIAE inh	ARFGAP1 inhibitor	PLCg1 inh	PLC-beta3 inh	ADAM17 inh	DDE Tn6 FP inh	molecule
1	-2	3	4	4	12	-3	2	-5	3	CN(C(=O)c1cccc(NC(=O)Cc2cccc(NC(=O)C3CCCN(C(=O)c4ccccc4)C3)c2)c1)C1CC1 (stereo not drawn)
-4	-6	8	-3	4	2	-1	1	-2	1	Cc1ccccc1C(=O)N1CCC(C(=O)Nc2sccc2C(N)=O)CC1
-1	-1	2	/	4	/	1	4	0	-5	COc1cccc(CNS(=O)(=O)c2cc3c(cc2Br)CC(C)N3C(C)=O)c1 (stereo not drawn)
-1	-13	8	-22	-5	14	-4	-13	-7	5	Cc1nnc(Sc2cc(C(=O)NC3CC3)c3ccccc3n2)s1
6	-36	-12	1	-4	5	-14	-17	-19	12	Cc1cc2nc(C)c(Cc3ccccc3)c(=O)n2[nH]1
2	6	1	4	3	-1	-1	-2	-1	-4	N#Cc1nc(Cc2ccccc2)oc1N1CCN(c2ccccc2)CC1
-4	4	3	1	9	15	6	1	2	3	C=CCn1c(N)c(C(=O)NCCC2=CCCCC2)sc1=S
4	4	-2	-9	2	8	2	-5	1	-3	CN(C)CCCN(C(=O)c1ccc(S(=O)(=O)N2CCCCCC2)cc1)c1nc2ccc(Br)cc2s1
-3	10	-3	-5	-2	7	-1	2	-1	3	COc1ccc(CN2CCCC(CO)(Cc3ccc(F)cc3F)C2)cc1 (stereo not drawn)
-1	13	1	-4	-2	5	2	4	6	15*	C=C1CCN(c2ccc(C(=O)NCc3ccc(OC)cc3)cc2[N+](=O)[O-])CC1
1	-13	10	2	3	-3	-3	-11	-4	-1	O=C(O)C(Cc1c[nH]c2ccccc12)NS(=O)(=O)c1ccc(Cl)cc1 (stereo not drawn)
-3	2	8	6	11	-27	1	1	-2	-4	CNC(=O)c1c(Br)cnn1-c1ccc(C)cc1
4	-15	6	0	-3	-5	-17	-20	-7	-2	C=CCn1c(COc2cccc3ccc(C)nc23)nnc1SCC(=O)O
2	-7	-5	12	18*	2	0	0	-2	8	Cc1ccc(S(=O)(=O)N2CCOC23CCN(S(=O)(=O)c2cccs2)CC3)cc1
4	-5	1	/	5	/	-2	2	-3	-4	O=C(CCl)NC1CCCCN(Cc2ccc(OC(F)(F)F)cc2)C1=O (stereo not drawn)

The list goes on.
Tn7 DDE FP	ADAM10 inh	TDP2 absorb	ASAP1 GAP inh	SIAE inh	ARFGAP1 inhibitor	PLCg1 inh	PLC-beta3 inh	ADAM17 inh	DDE Tn6 FP inh	molecule
-5	7	-1	12	-7	3	5	3	1	3	O=C(/C=C/c1cc([N+](=O)[O-])ccc1OC(F)F)Nc1ccc(OC(F)F)cc1
5	-6	13	-16	8	-2	1	5	-3	-1	O=C(NCCCn1ccnc1)/C(=C\c1cccs1)NC(=O)c1ccco1
2	12	-9	-9	0	-7	1	-2	-2	0	Cc1ccc(N2C(=O)C(Cc3ccccc3)NC2=S)cc1 (stereo not drawn)
5	-1	-15	-8	-4	1	5	6	5	6	O=C(c1ccccc1)N1CCC2CCN(CCc3ccccc3)CC21 (stereo not drawn)
4	9	-5	-13	1	2	3	7	4	1	CCOC(=O)[C@@H]1[C@H]2COc3ccccc3[C@@H]2N2C(=O)N(c3ccc(OC)cc3)C(=O)[C@@]12C
-5	1	1	/	-14	/	-1	-2	1	-8	Nn1c(SCC(=O)Nc2nccs2)nnc1-c1cc(-c2ccccc2)n[nH]1
-4	-4	-2	-6	2	-2	0	-1	-2	7	COc1ccccc1NC(=S)N(CCCN1CCOCC1)Cc1cn(C)c2ccccc12
0	2	12	1	-5	1	-1	-2	-4	-1	Cn1c(CSc2ncccn2)nnc1SCC(=O)N1CCCCC1
-1	7	2	14	-1	-17	1	3	3	1	CCN1C(=O)[C@H]2[C@@H](c3ccc(-c4ccc(F)cc4)cc3)N3CCCC[C@@]3(C(=O)OC)[C@H]2C1=O
-9	11	-28	15	2	2	8	-1	5	-3	O=C1Nc2ccc([N+](=O)[O-])cc2OC1CCN1CCN(Cc2ccc3c(c2)OCO3)CC1 (stereo not drawn)
-6	7	1	3	5	5	3	7	4	3	CCC(=O)Nc1ccc(Nc2nc(C)c([N+](=O)[O-])c(Nc3ccc(NC(=O)CC)cc3)n2)cc1
7	3	-10	7	-2	-6	1	-10	-2	5	Cc1ccc(/C=N/n2c(-c3ccccc3)n[nH]c2=S)cc1
1	-2	5	/	0	/	1	2	-2	-2	CCCC(=O)Nc1ccc2c(c1)C(=O)N(C)[C@H]1CC[C@@H](CC(=O)OC)O[C@@H]1CO2
-2	-33	-7	8	-1	-14	-37	-56	-9	-1	COc1cc2c(cc1OC)C(C)N(CC(=O)Nc1ccc(C)c(S(=O)(=O)N3CCOCC3)c1)CC2 (stereo not drawn)
-7	3	-3	14	-9	9	0	1	-4	0	Cc1ccc(S(=O)(=O)NCC(=O)OCc2csc(CC(=O)Nc3ccccc3C)n2)cc1C

Quoted at random: two compounds from above, in no set order.
Tn7 DDE FP	ADAM10 inh	TDP2 absorb	ASAP1 GAP inh	SIAE inh	ARFGAP1 inhibitor	PLCg1 inh	PLC-beta3 inh	ADAM17 inh	DDE Tn6 FP inh	molecule
5	-1	-15	-8	-4	1	5	6	5	6	O=C(c1ccccc1)N1CCC2CCN(CCc3ccccc3)CC21 (stereo not drawn)
-7	3	-3	14	-9	9	0	1	-4	0	Cc1ccc(S(=O)(=O)NCC(=O)OCc2csc(CC(=O)Nc3ccccc3C)n2)cc1C

Remaining list, next part:
Tn7 DDE FP	ADAM10 inh	TDP2 absorb	ASAP1 GAP inh	SIAE inh	ARFGAP1 inhibitor	PLCg1 inh	PLC-beta3 inh	ADAM17 inh	DDE Tn6 FP inh	molecule
-6	-5	3	-18	-3	-6	-1	1	-5	-1	C=CCn1c(SCC(=O)N2CCOCC2)nc2sc3c(c2c1=O)CCCC3
-5	-66	-15	-5	7	-15	0	-1	-22	4	COc1ccc(C2NC(=O)c3ccccc3O2)cc1OC (stereo not drawn)
-1	12	0	-7	0	9	2	1	2	-9	C(=C\c1sc(Nc2ccccc2)n[n+]1-c1ccccc1)/c1ccccc1
-4	-9	10	-5	-4	16	1	1	-5	-5	C#CCOCCOCCOCCNc1nc(N2CCN(C(=O)[C@H](CC(N)=O)n3cc(C(N)[C@@H](C)CC)nn3)CC2)nc(N2CCN(C(=O)[C@H](CCC(=O)O)n3cc([C@@H](N)CCCCN)nn3)CC2)n1 (stereo partly drawn)
2	7	9	-3	-2	-8	0	1	2	6	COc1ccc([C@H]2CC(=O)C=C(c3ccccc3)C2)cc1OC
0	-14	-4	-6	1	-9	0	-2	1	3	CCOC(=O)c1ccccc1NC(=O)COC(=O)C(CC)Oc1ccccc1 (stereo not drawn)
-4	-166	-26	3	0	-3	-189	-224	-41	0	Cc1ccc2c(c1)c1c(n2CC(O)Cn2c(C)nc3ccccc32)C(=O)CCC1 (stereo not drawn)
1	1	9	7	-2	-10	-2	-1	-2	5	O=c1c2ccccc2nc(-c2ccco2)n1Cc1ccccc1
-3	-110	-9	-19	-28	-29	-83	-142	-48	-14	Cc1c(CCC(=O)O)c(=O)oc2c(C)c3occ(-c4ccc(Cl)cc4)c3cc12
-7	0	-12	-10	6	4	3	7	0	-5	O=C(CN1CCCC1)Nc1c2c(cc3c1CCC3)CCC2
3	-15	0	7	0	-5	-7	-2	-3	6	CCCCCCn1c(=O)c(Cc2ccccc2)c(O)c2ccccc21
5	-19	3	-20	1	7	-1	-5	-3	3	Cn1cccc1C(=O)OCC(=O)Nc1ccc2c(c1)OCCO2
1	1	7	3	1	0	4	-7	1	-9	CCOc1ccc(C(=O)Nc2ccc(CN3CCOCC3)cc2)cc1Cl
-6	-19	-10	4	1	4	-36	-57	-7	4	O=C(O)c1ccc2c(=O)n3c(nc2c1)/C(=C/c1ccc(Cl)c(Cl)c1)CC3
-2	-10	16	8	1	0	-2	-5	-4	-8	O=C(CCc1nc(-c2ccccc2F)no1)Nc1cccnc1
2	2	1	1	2	1	4	4	0	-1	O=Cc1c(N2CCOCC2)nc2ccccn2c1=O
-4	-3	-14	-2	-3	8	3	4	-2	-3	NC(=O)CC(NC(=O)Cc1ccc(Cl)cc1)c1ccc(NCCc2ccccc2F)c([N+](=O)[O-])c1 (stereo not drawn)

Screening results as filed in PubChem.
